M18AAP inhibitor: PfM18AAP inhibitors, malaria aminopeptidase, primary screen, biochemical, QFRET, recombinant enzyme | M18 aspartyl aminopeptidase (Plasmodium falciparum 3D7) | H-Glu-NHMec fluorogenic cleavage | inhibition, % at 7.35 µM | hit rate 1.2% among 290,000 | AID 1822, 2009;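 active = inhibition above the campaign mean inhibition over all tested compounds plus 3 SD, cut at about 28% in these data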;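 also: 0% = plate median of test compound wells and 100% = 2 mM ZnCl2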
MEKK2 WT-MEK5: modulators of MEK5 binding to wildtype MEKK2, primary screen, biochemical, multiplex bead flow cytometry, Alexa488-MEK5; Alexa488-MEK5 binding to MEKK2 WT; actives lie on both sides; Mitogen-activated protein kinase kinase kinase 2 (Homo sapiens), Q9Y2U5; binding response (% of control), % at 10 µM; hit rate 1.1% among 290,000; in the data active = binding response below about 67% or above about 130%
MEKK2mut PB1 HTS: MEK5 binding signal on mutant MEKK2 PB1, primary screen, biochemical, multiplex bead flow cytometry, Alexa488-MEK5; Alexa488-MEK5 binding to MEKK2 mutant; percent response, % at 10 µM; hit rate 0.35% among 290,000; AID 1530, 2009; in the data active = percent response above about 24%, passing the limit was not always enough; also: inactives centre near 1; some results filed as inactive read as strong as hits; reference of the scale not given here
PHOSPHO1 inh: PubChem AID 1565; hit rate 1.1% among 290,000; recombinant PHOSPHO1, absorbance phosphatase assay; inhibition, % at 13.3 µM; Phosphoethanolamine/phosphocholine phosphatase (Homo sapiens), Q8TCT1; in the data active = inhibition above about 60%
Target sequence (Q8TCT1 whole entry, looked up): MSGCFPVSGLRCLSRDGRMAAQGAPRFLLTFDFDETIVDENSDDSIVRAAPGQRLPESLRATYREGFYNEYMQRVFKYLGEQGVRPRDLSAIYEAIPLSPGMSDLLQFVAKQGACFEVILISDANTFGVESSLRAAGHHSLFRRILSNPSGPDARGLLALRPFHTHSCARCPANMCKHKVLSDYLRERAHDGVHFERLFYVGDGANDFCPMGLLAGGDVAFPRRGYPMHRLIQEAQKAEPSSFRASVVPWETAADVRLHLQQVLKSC
GPR7 antagonist: GPR7 receptor antagonists, primary screen, cell-based, fluorescence, single concentration | AID 1861, 2009 | Neuropeptides B/W receptor type 1 (Homo sapiens), P48145 | inhibition, % at 4.4 µM | hit rate 1.1% among 290,000 | GPR7-expressing cells, fluorescence antagonist assay; in the data active = inhibition above about 16%, passing the limit was not always enough;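 also: cells stimulated with the agonist NPW; 0% = agonist with vehicle and 100% = vehicle without agonist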
Target sequence (P48145 whole entry, looked up): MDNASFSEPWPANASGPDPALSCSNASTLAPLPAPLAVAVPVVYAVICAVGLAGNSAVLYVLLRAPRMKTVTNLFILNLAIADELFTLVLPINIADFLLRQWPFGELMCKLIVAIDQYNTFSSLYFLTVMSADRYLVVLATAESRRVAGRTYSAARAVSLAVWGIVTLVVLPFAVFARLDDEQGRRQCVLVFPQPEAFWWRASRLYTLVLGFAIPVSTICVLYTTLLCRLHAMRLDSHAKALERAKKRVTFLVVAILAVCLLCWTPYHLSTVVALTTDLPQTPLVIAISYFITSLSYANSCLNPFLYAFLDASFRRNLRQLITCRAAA
MEKK3 PB1 HTS: modulators of MEKK3-MEK5 PB1 binding, primary screen, biochemical, wildtype MEKK3, multiplex bead flow cytometry, Alexa488-MEK5; Mitogen-activated protein kinase kinase kinase 3 (Homo sapiens), Q99759; binding response (% of control), % at 10 µM; hit rate 1.4% among 290,000; AID 1529, 2009; bead-based flow cytometry, Alexa488-MEK5 binding to MEKK3; actives lie on both sides; 0 = blocked by unlabeled MEK5, 100 = vehicle;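 active = binding response more than 3 SD above or below the average of its plate-row segment, actives on both sides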;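 also: Alexa488 bead fluorescence after subtracting the streptavidin-only scavenger bead signal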
NALP1 inh: NALP1 inflammasome inhibitors in reconstituted yeast, colorimetric, S. cerevisiae, triplicate retest. S. cerevisiae NALP1/ASC/caspase-1 growth, X-gal OD620, 72 h. hit rate 0.61% among 280,000. inhibition, % at 10 µM. AID 2071, 2009; in the data active = inhibition mostly above about 24%, no sharp cut-off; inactive = mostly below about 32%; also: some compounds called inactive have numbers as strong as hits
OXTR ag: human OXTR agonists, primary screen, fluorescence, CHO-OTR cells, Fluo-8 calcium; Fluo-8 calcium fluorescence; normalized: DMSO 0%, oxytocin 100%; activation, % at 3 µM; hit rate 0.32% among 320,000;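 active = activation above the mean of all tested compounds plus 3 SD, cutoff set per screening run, cut at about 20% in these data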;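 also: peak over basal fluorescence ratio from a 100 s FLIPR kinetic read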
Target sequence (P30559 whole entry, looked up): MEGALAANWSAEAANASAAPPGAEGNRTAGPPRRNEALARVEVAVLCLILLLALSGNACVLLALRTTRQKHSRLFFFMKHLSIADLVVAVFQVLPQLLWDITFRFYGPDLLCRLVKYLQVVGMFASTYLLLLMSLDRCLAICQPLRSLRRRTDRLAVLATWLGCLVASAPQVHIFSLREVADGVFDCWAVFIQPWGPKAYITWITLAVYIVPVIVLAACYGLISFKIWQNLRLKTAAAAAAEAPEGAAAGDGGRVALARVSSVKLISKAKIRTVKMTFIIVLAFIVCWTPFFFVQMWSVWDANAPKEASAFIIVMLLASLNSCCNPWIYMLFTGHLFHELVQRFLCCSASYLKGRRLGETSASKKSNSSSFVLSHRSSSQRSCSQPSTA
DNA FID counter: compounds displacing fluorescent DNA intercalator, primary screen, artefact control for HCV NS3 helicase inhibitor project, biochemical, FID fluorescence; inhibition, % at 7.9 µM; AID 1845, 2009; hit rate 0.17% among 290,000; DNA fluorescent intercalator displacement; in the data active = inhibition above about 37%;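 also: 0% = vehicle and 100% = reference compound; higher means more ethidium bromide displaced from hairpin DNA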
Starred values were filed as active, the others as inactive; . = not tested or not shown.

1) CCN1CCN(Cc2ccc(NC(=O)c3cc(NC(=O)c4nccnc4N)cc(OC)c3)cc2C(F)(F)F)CC1
2) CCCC(CCC)C(=O)NC1CCN(Cc2ccccc2)CC1
3) CCO[C@@H]1OC(C(=O)N2CCN(Cc3ccc4c(c3)OCO4)CC2)=C[C@H](C2CCCCC2)[C@H]1CCCO
4) Cc1ccc(-n2cc(C(=O)c3ccc(F)cc3)nn2)cc1Cl
5) c1ccc(-c2nc(CSc3nnc(-c4cccs4)o3)cs2)cc1
6) COc1ccc(C2/C(=C(/O)c3ccc(OC(C)C)cc3)C(=O)C(=O)N2CCCN2CCOCC2)cc1 (stereo unspecified)

assay / entry	1	2	3	4	5	6
M18AAP inhibitor	.	2	-2	-3	3	-5
MEKK2 WT-MEK5	164*	91	73	.	96	99
MEKK2mut PB1 HTS	22	-6	3	.	1	-1
PHOSPHO1 inh	16	59	0	-1	.	0
GPR7 antagonist	.	17	16	5	-16	-11
MEKK3 PB1 HTS	123*	98	78	.	104	98
NALP1 inh	.	4	-6	-18	.	21
OXTR ag	4.9	5.0	1.1	2.5	0.7	-0.6
DNA FID counter	.	21	-37	-1	2	-15

7) CCN1CCN(Cc2ccc(OCc3ccccc3)cc2)CC1
8) O=C(OCc1nc2ccccc2s1)c1cc2ccccc2oc1=O
9) O=C(O)c1cc2c(ccc3ccccc32)oc1=O
10) CCOC(=O)C1=C(c2ccccc2)NC(=O)NC1c1cc(OCC)c(O)c([N+](=O)[O-])c1 (stereo unspecified)
11) O=C(NCc1cc(C(F)(F)F)cc(C(F)(F)F)c1)C1CC(c2cccc([N+](=O)[O-])c2)=NO1 (stereo unspecified)
12) Cc1ccc(CNc2cc(-c3nn4c(C)nnc4s3)ccc2C)s1

assay / entry	7	8	9	10	11	12
M18AAP inhibitor	-3	-3	-7	7	-5	-3
MEKK2 WT-MEK5	110	101	95	106	107	100
MEKK2mut PB1 HTS	5	0	-2	2	6	0
PHOSPHO1 inh	0	-1	2	10	16	-36
GPR7 antagonist	-6	-10	-8	-12	3	3
MEKK3 PB1 HTS	103	99	98	100	102	102
NALP1 inh	19	10	16	-6	-5	14
OXTR ag	4.3	-1.4	0.6	.	0.9	-2.0
DNA FID counter	9	-4	-1	-15	3	-9

13) COc1cc2c(cc1OC)CN(C(=O)C1CCN(S(=O)(=O)c3ccccc3F)CC1)CC2
14) O=c1c2ccccc2n2c(-c3ccc(F)cc3)nnc2n1Cc1ccccc1
15) O=C(O)Cc1sc(-c2ccccc2)nc1-c1ccccc1
16) O=c1c(C=NCCCn2ccnc2)c(-c2ccccc2)[nH]n1-c1nc2ccccc2s1
17) CC(C)c1ccc(/C=c2\sc3nc(-c4ccncc4)nn3c2=O)cc1
18) CC(C)C[C@H](NC(=O)c1[nH]cnc1C(=O)Nc1ccc(CNC(=O)OC(C)(C)C)cc1)C(=O)OC(C)(C)C

assay / entry	13	14	15	16	17	18
M18AAP inhibitor	-2	5	6	-3	-17	.
MEKK2 WT-MEK5	102	104	93	86	92	81
MEKK2mut PB1 HTS	1	-1	0	-11	-12	-11
PHOSPHO1 inh	4	-25	7	48	47	-8
GPR7 antagonist	2	-12	-6	-9	-5	.
MEKK3 PB1 HTS	103	105	101	84	91	85
NALP1 inh	3	18	-3	3	7	.
OXTR ag	-0.3	-1.9	1.3	0.0	-0.4	1.0
DNA FID counter	-28	-4	-18	-14	-42	.

4 compounds out of the list, arranged by count of non-hydrogen atoms, falling:
16) O=c1c(C=NCCCn2ccnc2)c(-c2ccccc2)[nH]n1-c1nc2ccccc2s1
14) O=c1c2ccccc2n2c(-c3ccc(F)cc3)nnc2n1Cc1ccccc1
17) CC(C)c1ccc(/C=c2\sc3nc(-c4ccncc4)nn3c2=O)cc1
12) Cc1ccc(CNc2cc(-c3nn4c(C)nnc4s3)ccc2C)s1

assay / entry	16	14	17	12
M18AAP inhibitor	-3	5	-17	-3
MEKK2 WT-MEK5	86	104	92	100
MEKK2mut PB1 HTS	-11	-1	-12	0
PHOSPHO1 inh	48	-25	47	-36
GPR7 antagonist	-9	-12	-5	3
MEKK3 PB1 HTS	84	105	91	102
NALP1 inh	3	18	7	14
OXTR ag	0.0	-1.9	-0.4	-2.0
DNA FID counter	-14	-4	-42	-9

(next part)
19) Cc1cccc(NC(=S)N(CCCN(C)C)Cc2cc3cc4c(cc3[nH]c2=O)OCO4)c1
20) Cc1ccc(NC(=O)C2CCN(S(C)(=O)=O)CC2)cc1C
21) Cc1nc2c3cnn(-c4ccccc4)c3ncn2n1
22) O=C(CCS(=O)(=O)c1ccc(Br)cc1)Nc1ccc(Br)cc1F
23) COc1ccc(N/C(=N/c2nc(C)cc(C)n2)NC(=O)c2ccccc2)cc1
24) O=C(Nc1ccc(Cl)cc1)C(Cl)C(=O)c1ccccc1 (stereo unspecified)

assay / entry	19	20	21	22	23	24
M18AAP inhibitor	-2	-6	2	0	-2	17
MEKK2 WT-MEK5	103	101	98	92	101	98
MEKK2mut PB1 HTS	-6	3	-7	-3	-1	0
PHOSPHO1 inh	56	-7	24	-19	25	43
GPR7 antagonist	-3	2	8	13	-15	2
MEKK3 PB1 HTS	77	100	95	91	102	100
NALP1 inh	-6	4	16	32	.	-21
OXTR ag	-0.6	0.0	0.6	-1.8	-0.6	7.0
DNA FID counter	38*	0	-1	-5	-12	2

25) Cc1ccc(NC(=O)/C=C\C(=O)NCC(=O)O)cc1
26) CCOCC(=O)Nc1ccc(S(=O)(=O)NCCc2ccccc2)cc1
27) CCOc1ccc(NC2=NC(C(=O)NCc3ccccc3)CC(=O)N2)cc1 (stereo unspecified)
28) O=C(COC(=O)c1ccc2c(=O)n3c(nc2c1)CCC3)Nc1ccc(OC(F)F)cc1
29) CCOc1cc(C)nc(N2CCN(C3CCCCC3)CC2)n1
30) Cc1ccc(/C(O)=C2\C(=O)C(=O)N(c3cc(C)on3)C2c2cccc(Cl)c2)cc1 (stereo unspecified)

assay / entry	25	26	27	28	29	30
M18AAP inhibitor	4	4	-3	2	-7	11
MEKK2 WT-MEK5	91	105	105	95	77	99
MEKK2mut PB1 HTS	-9	9	1	-1	-21	-3
PHOSPHO1 inh	48	8	-53	36	1	28
GPR7 antagonist	-6	1	4	-2	-19	-6
MEKK3 PB1 HTS	93	102	103	99	69	96
NALP1 inh	7	.	-2	6	9	-5
OXTR ag	0.2	4.7	0.7	-0.8	0.2	-0.4
DNA FID counter	1	-16	0	7	-5	-29

In a second layout: 5 of the compounds above
| cpd | SMILES | M18AAP inhibitor | MEKK2 WT-MEK5 | MEKK2mut PB1 HTS | PHOSPHO1 inh | GPR7 antagonist | MEKK3 PB1 HTS | NALP1 inh | OXTR ag | DNA FID counter |
| --- | --- | --- | --- | --- | --- | --- | --- | --- | --- | --- |
| 25 | Cc1ccc(NC(=O)/C=C\C(=O)NCC(=O)O)cc1 | 4 | 91 | -9 | 48 | -6 | 93 | 7 | 0.2 | 1 |
| 26 | CCOCC(=O)Nc1ccc(S(=O)(=O)NCCc2ccccc2)cc1 | 4 | 105 | 9 | 8 | 1 | 102 | . | 4.7 | -16 |
| 27 | CCOc1ccc(NC2=NC(C(=O)NCc3ccccc3)CC(=O)N2)cc1 (stereo unspecified) | -3 | 105 | 1 | -53 | 4 | 103 | -2 | 0.7 | 0 |
| 28 | O=C(COC(=O)c1ccc2c(=O)n3c(nc2c1)CCC3)Nc1ccc(OC(F)F)cc1 | 2 | 95 | -1 | 36 | -2 | 99 | 6 | -0.8 | 7 |
| 29 | CCOc1cc(C)nc(N2CCN(C3CCCCC3)CC2)n1 | -7 | 77 | -21 | 1 | -19 | 69 | 9 | 0.2 | -5 |

Later entries
31) COCCCNC(=O)c1ccc(CS(=O)(=O)c2cccc(C(F)(F)F)c2)o1
32) O=C(CSc1ncn(-c2ccccc2)n1)Nc1nncs1
33) O=C(COC(=O)c1ccccc1Cl)NC(=O)NCc1ccccc1
34) COc1cccc(-n2nc(C#N)c(Cl)cc2=O)c1
35) C/C(=N\NC(=O)c1cccc(S(=O)(=O)N2CCCCC2)c1)c1ccc(C)o1
36) Cc1ncc([N+](=O)[O-])n1CC(=O)Nc1cccc(C(F)(F)F)c1

assay / entry	31	32	33	34	35	36
M18AAP inhibitor	4	3	8	-15	0	1
MEKK2 WT-MEK5	98	98	99	76	96	109
MEKK2mut PB1 HTS	2	-1	0	-10	-8	4
PHOSPHO1 inh	29	43	-2	-12	-15	35
GPR7 antagonist	0	-17	3	41*	-9	-11
MEKK3 PB1 HTS	98	99	100	78	101	108
NALP1 inh	-3	27	36	1	-7	9
OXTR ag	0.1	-0.1	-3.2	.	-0.5	0.2
DNA FID counter	-10	0	-19	2	-7	3

37) O=C(COC(=O)CCC(=O)c1ccc(F)cc1)Nc1ccc(F)cc1F
38) Cc1ccc(-n2c(SCC(=O)NCC3CCCO3)nnc2-c2ccoc2C)cc1 (stereo unspecified)
39) O=C(c1ccc2c(c1)OCO2)C1CCCN(Cc2cccn2-c2cccnc2)C1 (stereo unspecified)
40) CCOC(=O)CCCCC(=O)c1[nH]c(=O)[nH]c1C[n+]1ccccc1
41) CCCC(=O)Nc1sc2c(c1C(=O)OCC)CC(C)(C)OC2
42) Cc1cc(OC(=O)c2ccccc2Cl)c([N+](=O)[O-])c(=O)[nH]1

assay / entry	37	38	39	40	41	42
M18AAP inhibitor	-5	11	5	4	-12	-3
MEKK2 WT-MEK5	64	111	112	101	83	104
MEKK2mut PB1 HTS	-16	5	10	-3	-8	3
PHOSPHO1 inh	48	5	48	-20	-6	31
GPR7 antagonist	-2	-6	-12	-4	-4	-9
MEKK3 PB1 HTS	69	113	108	97	87	101
NALP1 inh	-5	2	-10	7	16	16
OXTR ag	-1.5	-1.7	1.1	0.7	-0.6	0.2
DNA FID counter	-11	-29	-1	-5	-8	3

43) CN1CCN(C(=O)c2cnn(-c3ccccc3)c2NC(=O)c2ccccc2Cl)CC1
44) C#CCOCCOCCOCCNc1nc(N2CCOCC2)nc(N2CCN(C(=O)[C@H]([C@@H](C)CC)n3cc(CCCCN)nn3)CC2)n1
45) O=C(NS(=O)(=O)Nc1ccc(Br)cn1)c1c[nH]c2ccccc12
46) CC1Sc2n(c3ccccc3[n+]2C)N=C1c1ccccc1 (stereo unspecified)
47) COc1ccc(NC(=S)Nc2ccc3nsnc3c2)cc1
48) CN(CC/C=C1/c2ccccc2CSc2ccccc21)CCCO

assay / entry	43	44	45	46	47	48
M18AAP inhibitor	-9	1	-2	-9	16	4
MEKK2 WT-MEK5	96	99	109	99	101	111
MEKK2mut PB1 HTS	-4	3	12	-1	-1	8
PHOSPHO1 inh	37	-21	6	-11	54	0
GPR7 antagonist	-19	-8	-2	-1	8	1
MEKK3 PB1 HTS	99	106	107	116	102	101
NALP1 inh	10	17	6	20	22	20
OXTR ag	.	0.5	0.4	-0.5	2.4	4.2
DNA FID counter	-3	2	-3	8	3	12

Bioassay records: PubChem BioAssay, several laboratories
